PI4K2A block: PI4K2A (human) kinase inhibition; purified PI4K2A, ADP-Glo luminescence, 1 h; hits give low values; AID 1346378; hit rate 0.13% among 420,000; activity change, negative = inhibition, % at 76.9 µM; in the data active means activity change below about -50%; inconclusive means mostly about -30% to -49%;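 further: -100% = wells without enzyme as full effect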
Target sequence (Q9BTU6 whole entry, looked up): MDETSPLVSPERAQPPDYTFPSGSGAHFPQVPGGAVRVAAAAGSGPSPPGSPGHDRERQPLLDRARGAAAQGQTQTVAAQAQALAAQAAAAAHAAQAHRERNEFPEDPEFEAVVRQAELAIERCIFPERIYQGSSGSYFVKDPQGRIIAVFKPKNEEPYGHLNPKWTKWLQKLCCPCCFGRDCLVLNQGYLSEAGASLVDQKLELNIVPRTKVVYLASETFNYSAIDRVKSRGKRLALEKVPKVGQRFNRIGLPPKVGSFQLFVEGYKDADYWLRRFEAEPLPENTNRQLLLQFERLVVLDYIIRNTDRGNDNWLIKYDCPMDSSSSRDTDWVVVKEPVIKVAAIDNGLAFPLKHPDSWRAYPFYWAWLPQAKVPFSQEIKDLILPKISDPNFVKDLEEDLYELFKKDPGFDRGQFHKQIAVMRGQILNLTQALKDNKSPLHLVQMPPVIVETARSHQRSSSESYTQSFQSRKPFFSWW
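PI4K2A activity was measured by ADP-Glo luminescence: enzyme (4 ug/mL stock) and phosphatidylinositol (1.2 mM stock) in Tris pH 7.5/MgCl2/EGTA/Triton X-100 buffer were reacted with ATP (300 microM stock) for one hour at ambient temperature.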
mIDH1 inhibitor: human IDH1 R132H inhibition; hit rate 0.093% among 390,000; Potency, µM (top dose mostly 76.6 µM), inactives show at the top dose activity change, negative = inhibition, most hits filed as inhibitors; AID 602179; O75874; IDH1-R132H enzyme, NADPH consumption, diaphorase/resazurin fluorescence; further: potency means the concentration at half of the fitted maximal effect; on the % scale 0 is the no-effect control and ±100 the full control effect; nearly all actives have a fitted effect of over 65% in size
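IDH1-R132H (0.5 ug/mL) preincubated 30 min with compound, then NADPH (0.016 mM) and alpha-KG (2 mM) added; 80 min at RT, pH 7.5. Remaining NADPH coupled via diaphorase/resazurin to fluorescence (540/590 nm); concentration-response curves normalized to no-enzyme control.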
TrxR1 inh: rat TrxR1 inhibition; recombinant rTrxR1, NADPH fluorescence consumption, selenite substrate; Potency, µM (doses to about 114 µM), without a hit: at the highest dose activity change, negative = inhibition, most hits filed as inhibitors; hit rate 1% among 390,000; O89049; further: potency means the concentration at half of the fitted maximal effect; on the % scale 0 is the no-effect control and ±100 the full control effect; nearly all actives have a fitted effect of over 65% in size
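Rat TrxR1 (90 nM in the dispensed reagent) was pre-reduced with 400 uM NADPH for 5 min at room temperature, then incubated with compound for 15 min. After 400 uM selenite was added, NADPH fluorescence (Ex 340/Em 450 nm) was followed for 8 min.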
Pin1 inh: human Pin1 inhibition; hit rate 0.009% among 390,000; Potency, µM (titrated, usually from 115 µM), for inactives: at the top dose activity, negative = inhibition, actives largely listed as inhibitors; Q13526; Pin1 FP peptide displacement, HiFluor488, 10 min; AID 504891; active means well fitted inhibition curve with a large enough effect in the polarisation, with a control signal flat, not every such curve was filed as active; inconclusive means small, poorly fitted or top-dose-only effect, or effect the other way, or a change in a side signal; inactive means no such curve, though single readings can be large or run the other way; the % refers to the polarisation; further: potency means the concentration at half of the fitted maximal effect; on the % scale 0 is the no-effect control and ±100 the full control effect
Target sequence (Q13526 whole entry, looked up): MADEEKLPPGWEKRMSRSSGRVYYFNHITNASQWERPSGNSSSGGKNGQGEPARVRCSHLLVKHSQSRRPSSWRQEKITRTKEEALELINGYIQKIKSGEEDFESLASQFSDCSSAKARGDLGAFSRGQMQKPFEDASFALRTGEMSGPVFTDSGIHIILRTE
USP1 inh: inhibitors of human USP1/UAF1 deubiquitinase | recombinant USP1/UAF1, Ub-Rhodamine cleavage fluorescence | Potency, µM (series often up to 57.1 µM), without a hit: at the highest dose activity change, negative = inhibition, usual class: inhibitors | hit rate 0.23% among 390,000 | AID 743255; further: potency means the concentration at half of the fitted maximal effect; on the % scale 0 is the no-effect control and ±100 the full control effect; nearly all actives have a fitted effect of over 60% in size; inactives centre near -12
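1 nM enzyme complex + cpd, 15 min RT; start with Ub-Rho 150nM final; kinetic fluorescence ex 480/em 540, 6 reads q60 s. Buffer 50mM HEPES pH 7.8, 0.5mM EDTA, 0.1 mg/ml BSA, 1mM TCEP, 0.01% Tween-20.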
GLS inh: glutaminase GLS (human) inhibition. O94925. AID 624170. Potency, µM (top dose mostly 45.5 µM), for the others: at the highest dose activity change, negative = inhibition, usual class: inhibitors. GLS enzymatic activity, qHTS titration. hit rate 0.21% among 410,000; further: potency means the concentration at half of the fitted maximal effect; on the % scale 0 is the no-effect control and ±100 the full control effect
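hKGA in 45 mM KH2PO4 pH 8.2, 0.02% Tween-20 with pin-transferred compounds; 1 mM L-glutamine (stock) plus glutamate oxidase/HRP/Amplex Red coupling added. Fluorescence read initially and after 30 min at RT.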
TrxR1 substrate: rat thioredoxin reductase 1 substrate activity. O89049. purified TrxR1 substrate turnover, NADPH consumption readout. hit rate 0.01% among 390,000. Potency, µM (titrated, usually from 114 µM), for inactives: top-dose activity change, negative = substrate turnover; further: potency means the concentration at half of the fitted maximal effect; on the % scale 0 is the no-effect control and ±100 the full control effect; nearly all actives have a fitted effect of over 50% in size
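Rat TrxR1, dispensed at 90 nM, was prereduced with 400 uM NADPH (final) for 5 min at ~22 deg C, then incubated with compound 15 min before 400 uM selenite. A first-read NADPH fluorescence drop versus no-compound background flagged substrates.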
PGK inhibitor: T. brucei PGK inhibition | PGK/GAPDH coupled, Kinase-Glo luminescence, 60 min | Potency, µM (top dose mostly 57.5 µM), inactives show at the highest dose activity change, negative = inhibition, actives largely listed as inhibitors | hit rate 0.043% among 380,000; further: potency means the concentration at half of the fitted maximal effect; on the % scale 0 is the no-effect control and ±100 the full control effect; nearly all actives have a fitted effect of over 60% in size
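Recombinant glycosomal PGK reaction used 1,3-bisphosphoglycerate generated in-well by GAPDH (100nM final) in 100mM TEA pH 7.6, 5mM MgCl2, 0.01% Tween-20. After 60 minutes at room temperature, ATP was read by Kinase-Glo Plus luminescence end-point.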
HP1b chromo inh: HP1-beta chromodomain-methylated histone interaction inhibition | P83916 | AlphaScreen HP1-beta / biotin-H3K9me3 peptide binding | hit rate 0.56% among 390,000 | AID 540317 | Potency, µM (series often up to 114 µM), inactives show at the highest dose activity change, negative = inhibition, hits mostly inhibitors; further: potency means the concentration at half of the fitted maximal effect; nearly all actives have a fitted effect of over 70% in size; inactives centre near 23
Target sequence (P83916 whole entry, looked up): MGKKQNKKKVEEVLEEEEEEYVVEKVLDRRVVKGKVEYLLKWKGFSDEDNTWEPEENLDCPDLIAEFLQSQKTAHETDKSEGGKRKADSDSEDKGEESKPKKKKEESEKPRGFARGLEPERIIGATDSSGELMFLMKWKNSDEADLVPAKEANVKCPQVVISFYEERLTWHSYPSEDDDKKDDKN
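Compound inhibition of the preformed complex between 50 nM HP1-beta and 50 nM biotinylated H3K9me3 peptide was read by AlphaScreen. Buffer was PBS pH 7.4 with 0.01% Tween-20. Incubations ran 30 min at room temperature, with 10 ug/mL donor/acceptor beads.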
An asterisk follows results filed as active; i = inactive; ? = inconclusive; · = not tested or not shown; & = joins results of further samples; [ ] = remark or other dose. Unless noted, the call rests on the fitted dose curve; in most records, active means well fitted curve in the direction sought with a large enough effect; inconclusive means small, poorly fitted or top-dose-only effect, or another doubt; inactive means no such curve, though single readings can be large; an effect the other way counts as inactive or inconclusive. An excerpt; rates above refer to the full screens.

SMILES | PI4K2A block | mIDH1 inhibitor | TrxR1 inh | Pin1 inh | USP1 inh | GLS inh | TrxR1 substrate | PGK inhibitor | HP1b chromo inh
FC(F)(F)c1ccc(C2=Nc3ccccc3NC(c3cccs3)=N2)cc1 | 1 | 4% | -6% | -1% | ? | -1% | -5% | 3% | 10%
Cc1cc(=O)oc(C)c1C(=O)OCC(=O)c1ccc2ccccc2c1 | 2 | 10% | -10% | 9% | -11% | -6% | 1% | 5% | 59%[activator]
O=C(Nc1ccc(C2=NCCN2)cc1)c1ccc(C(=O)Nc2ccc(C3=NCCN3)cc2)c(Cl)c1 | 7 | 1% | 9%[57.1 µM] | 16% | -11% | -15% | 2%[57.1 µM] | i | ?
Nc1nn(S(=O)(=O)c2cccc3nsnc23)cc1-c1ccc(Br)cc1 | -5 | 1% | 9%[57.1 µM] | 1% | -10% | -4% | -8% | -10% | -30%
CCn1nc(C)c(CNC(=O)C2CCC(=O)N(CCc3ccc(OC)cc3)C2)c1C (stereo unspecified) | 8 | -1% | 17%[57.1 µM] | -6% | 1% | -1% | 6%[57.1 µM] | 3% | 67%[activator]
COC(=O)CCC(=O)OC1(C)C(=O)C2=CN(C3CC3)C(c3ccc(OC)cc3)=CC2=C(Br)C1=O (stereo unspecified) | -25 | 16% | -12%[57.1 µM] | ? | 22µM* | -16% | -5%[57.1 µM] | 2% | -15%
O=C(NC(Cc1ccccc1)C(=O)O)c1cccnc1Cl (stereo unspecified) | -1 | 9% | -5% | -13% | -17% | -5% | -3% | -10% | 18%
CC1(C2CC2)NC(=O)N(CC(=O)Nc2ccccc2-c2ccccc2)C1=O (stereo unspecified) | 3 | 0% | 27% | -1% | -13% | 0% | 3% | -1% | 25%
O=C(NCc1ccccn1)c1nc(Cn2cc([N+](=O)[O-])cn2)no1 | -1 | -16% | -7% | 0% | -14% | 9% | -11% | -4% | 5%
Cc1ccc(S(=O)(=O)N2CCN(Cc3ccc4c(c3)OCO4)CC2)cc1 | -1 | 4% | 0% | -6% | ? | 25% | -2% | 0% | -22%
CCCS(=O)(=O)Nc1cc2c(cc1NCc1ccccc1)n(C)c(=O)n2C | -2 | 18% | 0% | -1% | -12% | 42%[activator] | 19% | 2% | 11%
Cc1ccc(N2CC(NC(=O)c3cc4ccccc4o3)CC2=O)cc1 (stereo unspecified) | -2 | 19% | 2%[57.1 µM] | -2% | -22% | 4% | 1%[57.1 µM] | -9% | 63%[activator]
CCOc1ccc(S(=O)(=O)Nc2ccccc2C(=O)NCc2ccco2)cc1 | 8 | 9% | 8%[57.1 µM] | 6% | -17% | 7% | 16%[57.1 µM] | 0% | 9%
Cc1ccc(S(=O)(=O)NCC(=O)OCCOc2cccc(Cl)c2)cc1 | -5 | 5% | 3% | 1% | -19% | -7% | -5% | -9% | 51%[activator]
COc1ccc(C(=O)NCc2ccc(C(=O)NCC(OC)OC)cc2)cc1OC | -2 | 2% | 31%[57.1 µM] | 2% | -16% | -7% | -8%[57.1 µM] | -5% | 26%
Cc1cc(-c2nn(-c3ccccc3F)cc2CN2CCN(c3ccccn3)CC2)c(C)s1 | 3 | 0% | 3% | 13% | -20% | -12% | -1% | 6% | 19%
O=C(COC(=O)C1=COCCO1)NCCCc1ccccc1 | 4 | -1% | -4% | 0% | -6% | -1% | -4% | 1% | 13%
COc1ccc(CNC(=O)CN(c2ccc(C)cc2)S(=O)(=O)c2c(C)noc2C)cc1 | 2&-8 | 5%&-5% | 13%&-3% | -2%&1% | -13%&-12% | -10%&1% | -3%&-4% | -2%&2% | 34%&39%
Cc1cc(C)cc(CSc2ccc(S(=O)(=O)N3CCCC3)cn2)c1 | -1 | -15% | 18% | 11% | -7% | -2% | -3% | -1% | 103%[activator]
COc1ccc(C(=O)C[n+]2cccc3cc(C)ccc32)cc1 | -1 | -11% | 13% | ? | -22% | 4% | 4% | -2% | 22%
O=c1[nH]c(C(Cl)(Cl)Cl)nc2ccc3ccccc3c12 | -4 | 1% | -13% | -1% | -4% | -1% | 1% | 6% | 15%
Cc1cc(Nc2n[nH]c(N)c2C#N)ccc1F | -1 | 13% | 16% | 7% | -11% | 33%[activator] | 4% | -2% | 31%
Cc1c(C(=O)N2CCC(C)CC2)c(S(=O)(=O)N2CCN(c3ccc(Cl)cc3)CC2)c(C)n1C | 7 | -6% | 12%[57.1 µM] | -5% | -15% | 6% | 4%[57.1 µM] | 1% | -19%
O=C1CCCc2c1cc(C(=O)O)c(=O)n2-c1ccccc1 | -2 | -3% | 14%[57.1 µM] | -4% | -12% | 34% | 5%[57.1 µM] | -4% | 3%
CCOC(=O)c1ccc(NCn2c(=O)oc3ccccc32)cc1 | 0 | -1% | 0% | ? | 25µM* | 0% | -9% | -3% | 9%
CCc1ccccc1NC(=O)c1cc(C)no1 | -7 | -9% | 7% | -7% | -3% | 1% | 2% | -7% | 26%
CCN1C(=O)[C@H]2[C@@H](c3ccc(C)cc3)N3C(=O)N(c4ccc(OC)cc4)C(=O)[C@@]3(Cc3ccc(Cl)cc3)[C@H]2C1=O | 3 | 6% | 25% | 2% | ? | 4% | 1% | -2% | 29%
CCCn1c(Nc2ccccc2C)nc2ccccc21 | 5 | -8% | 27%[57.1 µM] | 1% | -21% | -4% | 6%[57.1 µM] | 3% | 7%
CCC[C@@H](CN[C@@H](CNC)[C@H](C)CC)NCC1CCC(C(C)(C)C)CC1 (stereo partly specified) | -2 | 12% | 9% | 1% | -31% | 1% | 6% | -8% | 63%[activator]
COc1ccc(OC)c(NC(=O)Cn2c(=O)cc(C)c3c(C)nn(-c4cccc(Cl)c4C)c32)c1 | 4 | -16% | 16% | 1% | -6% | -3% | -5% | 1% | 29%
CCc1ccc(NC(=O)C2CC(=O)Nc3ncnn32)cc1 (stereo unspecified) | 2 | -2% | 10% | 4% | -3% | 8% | 4% | i | 20%
CCc1ccc(OCCOCC(O)CNC(C)CC)cc1 (stereo unspecified) | 0 | -1% | -6% | -1% | -14% | 5% | -1% | -2% | 36%
C/C(CC(=O)Nc1ccc(Cl)cc1)=N\NC(=O)C(=O)N1CCCCC1 | -1 | -3% | -19%[57.1 µM] | -2% | -12% | -17% | 8%[57.1 µM] | 0% | 23%
Cc1cc(-c2ccc(Cl)cc2)n2nc(C)cc2n1 | -1 | 0% | 13% | 0% | -14% | -2% | 5% | -2% | 84%[activator]
CCNC(=O)c1ccc(-n2c(-c3ccccc3)cc3c2CCCCC3)cc1 | 3 | -29% | 8% | 0% | -11% | 3% | -1% | 4% | 19%
Cc1cc(C(F)F)n2ncc(C(=O)N3CCC(C(N)=O)CC3)c2n1 | -1 | 2% | 0% | 1% | -9% | 12% | -3% | 10% | 20%
CCCCN(C(=O)Cc1ccc2c(c1)OCCO2)c1c(N)n(CCC)c(=O)[nH]c1=O | -1 | 0% | 30% | 0% | -11% | 8% | 3% | -7% | 38%[activator]
Cc1noc(C)c1NC(=O)N(C)C[C@H]1OCc2cnnn2CCCC(=O)N([C@H](C)CO)C[C@@H]1C | 0 | 14% | · | · | -12% | 0% | · | -6% | ·
O=C(CN(C(=O)c1ccc(Cl)cc1)N1C(=O)C2C3C=CC(C3)C2C1=O)c1cccs1 (stereo unspecified) | -1 | -8% | 28% | -5% | -14% | -6% | 0% | i | 32%
CCOc1ccccc1N1CCN(Cc2cccc(OC)c2O)CC1 | -2 | 6% | 4% | 7% | -12% | 20% | -4% | -8% | 14%
CCn1c(CNC(=O)c2ccccc2F)cc2ccccc21 | 1 | 0% | 7%[57.1 µM] | -3% | -9% | 6% | 1%[57.1 µM] | -7% | 35%
CCOc1cc(/C=N/NC(=O)Cc2ccc(C(F)(F)F)cc2[N+](=O)[O-])c(Br)cc1OC | -2 | -7% | 8%[57.1 µM] | 0% | -8% | -4% | 10%[57.1 µM] | 0% | 27%
COCCn1cnnc1SCC(=O)Nc1cc(C)on1 | -5 | 2% | -25% | 8% | -16% | 12% | 8%[57.1 µM] | 3% | 22%
Cc1nc(Cl)c(C(=O)NCCc2ccccc2)c(C)c1[N+](=O)[O-] | -3 | 26% | 17% | 4% | -16% | 0% | 0% | -13% | 14%
CC(=O)c1ccc(-n2nncc2C)cc1 | -13 | -1% | -5% | 2% | -25% | 6% | -6% | 10% | 28%
O=C(Cc1cccs1)N/N=C/C(Cl)=C/c1ccccc1 | 9 | 5% | 15%[57.1 µM] | 0% | 2% | 4% | -2%[57.1 µM] | -2% | 34%
O=C(c1ccccc1Cc1ccccc1)N1CCN(S(=O)(=O)c2ccccc2[N+](=O)[O-])CC1 | -1 | 0% | 2% | -7% | -13% | 0% | -12% | 1% | 15%
CC1CCOC(c2coc3ccccc3c2=O)O1 (stereo unspecified) | -4 | -2% | -7% | 4% | -7% | 6% | -8% | -15% | 9%
COc1ccccc1NC(=O)Cn1c(=O)n(Cc2ccco2)c(=O)c2cccnc21 | -2 | -5% | -13% | 2% | 3% | 0% | -8% | 0% | 21%

Screens from PubChem BioAssay.
